Compound activity from PubChem BioAssay.
GalR3 antagonist: antagonists of human GalR3; inhibition, % at 3 µM; HEK293 GalR3-CNG cAMP membrane potential fluorescence; galR3 body fused to GalR1 C-terminus; actives 0.44% (n = 360,000);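 active = inhibition above the screen-wide average plus 3 SD, cut at about 13% in these data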;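 note: forskolin and galanin both at EC90 stimulate the cells; cAMP rise reported by CNG channel membrane potential dye signal; 0% = forskolin plus galanin with DMSO and 100% = forskolin alone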
V1R ag counter: counter-screen for oxytocin receptor agonists: human V1a receptor agonists. P37288. activation, % at 3 µM. CHO-V1R cells, Fluo-8 calcium fluorescence, agonist mode; 0% DMSO, 100% 3 nM vasopressin. actives 0.25% (n = 320,000);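 active = activation above the mean activation of all tested compounds plus 3 SD, per screening run, cut at about 20% in these data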;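 note: signal is peak over basal fluorescence ratio across a 100 second FLIPR read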
Target sequence (P37288 whole entry, looked up): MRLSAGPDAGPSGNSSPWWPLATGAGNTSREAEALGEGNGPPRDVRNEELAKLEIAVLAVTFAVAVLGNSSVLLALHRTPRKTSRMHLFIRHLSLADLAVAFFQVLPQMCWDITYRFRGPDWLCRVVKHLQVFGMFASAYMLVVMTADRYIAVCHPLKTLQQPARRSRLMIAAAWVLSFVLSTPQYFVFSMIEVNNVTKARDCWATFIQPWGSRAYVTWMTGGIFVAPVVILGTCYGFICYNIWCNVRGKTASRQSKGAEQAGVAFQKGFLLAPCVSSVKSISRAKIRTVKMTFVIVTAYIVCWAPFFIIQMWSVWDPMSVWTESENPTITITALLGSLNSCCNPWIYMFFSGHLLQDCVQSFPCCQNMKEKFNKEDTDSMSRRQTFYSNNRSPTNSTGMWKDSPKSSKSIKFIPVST
PHOSPHO1 inh: PHOSPHO1 (human) inhibition; Q8TCT1; recombinant PHOSPHO1, absorbance phosphatase assay; actives 1.1% (n = 290,000); inhibition, % at 13.3 µM; in the data active = inhibition above about 60%
Target sequence (Q8TCT1 whole entry, looked up): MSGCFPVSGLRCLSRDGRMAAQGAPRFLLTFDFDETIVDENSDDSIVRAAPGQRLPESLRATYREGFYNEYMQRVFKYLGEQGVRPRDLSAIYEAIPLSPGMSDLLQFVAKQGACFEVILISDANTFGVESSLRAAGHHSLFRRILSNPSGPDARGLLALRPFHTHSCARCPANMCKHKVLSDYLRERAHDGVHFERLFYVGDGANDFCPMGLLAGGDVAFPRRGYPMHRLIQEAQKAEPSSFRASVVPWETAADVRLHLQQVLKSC
FID counter: counter-screen for HCV NS3 helicase inhibitors: DNA intercalator displacement. DNA fluorescent intercalator displacement, fluorescence. inhibition, % at 7.9 µM. actives 0.17% (n = 290,000). AID 1845; in the data active = inhibition above about 37%;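 note: 0% = vehicle and 100% = reference compound; higher means more ethidium bromide displaced from hairpin DNA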
NS3 helicase inh: HCV NS3 helicase inhibition | actives 0.56% (n = 290,000) | inhibition, % at 10.9 µM | NS3 helicase DNA unwinding, Cy5 molecular beacon fluorescence | AID 1800;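 active = inhibition above the mean of all tested compounds plus 3 SD, set per campaign, cut at about 35% in these data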;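 note: 0% = DMSO wells and 100% = thioflavine S control wells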
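Assay system: hepatitis C virus NS3 helicase domain fragment enzyme. Also added: annealed dual-labelled DNA beacon duplex, ATP-started. Timing: 1 h reaction at 25 °C, ATP-initiated. Technique: Cy5 fluorescence at 0 and 60 min, beacon hairpin quenching. Evaluation: % inhibition of unwinding. Replication: one well per compound.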
IMP-1 inh: inhibitors of Pseudomonas aeruginosa IMP-1 metallo-beta-lactamase; inhibition, % at 5.6 µM; actives 0.45% (n = 290,000); AID 1556; purified IMP-1, nitrocefin hydrolysis, epi-absorbance fluorescence;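 active = inhibition above the mean plus 3 SD of all compounds in the same screening run, cut at about 4.5% in these data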;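 note: 0% = IMP-1 with DMSO and 100% = DMSO wells lacking enzyme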
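Material – recombinant IMP-1 enzyme, purified · Amount – IMP-1 0.2 nM before substrate addition · Medium – HEPES buffer pH 7.1 with ZnSO4 and Brij 35 · Timing – 25 °C, 15 min preincubation, 25 min reaction · Measured by – plate fluorescence quenching by hydrolysis product, ex 480/em 530 nm · Read-out – percent enzyme inhibition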
VIM-2 inhibitor: inhibitors of Pseudomonas aeruginosa VIM-2 metallo-beta-lactamase; purified VIM-2, nitrocefin hydrolysis, epi-absorbance fluorescence; inhibition, % at 5.6 µM; actives 0.89% (n = 290,000); AID 1527;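 active = inhibition above the mean of all tested compounds plus 3 SD, cutoff set per screening run, cut at about 7.5% in these data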;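 note: red hydrolysis product quenches plate fluorescence so inhibitors raise well fluorescence; 0% = enzyme with DMSO and 100% = DMSO without enzyme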
GPR7 antag: antagonists of human GPR7 (neuropeptides B/W receptor 1); P48145; GPR7-expressing cells, fluorescence antagonist assay; inhibition, % at 4.4 µM; actives 1.1% (n = 290,000); AID 1861; in the data active = inhibition above about 16%, passing the limit was not always enough;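 note: cells stimulated with the agonist NPW; 0% = agonist with vehicle and 100% = vehicle without agonist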
OXTR agonist: activates the human oxytocin receptor; CHO-OTR cells, Fluo-8 calcium fluorescence; normalized: DMSO 0%, oxytocin 100%; activation, % at 3 µM; actives 0.32% (n = 320,000); AID 2435;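 active = activation above the mean of all tested compounds plus 3 SD, cutoff set per screening run, cut at about 20% in these data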;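 note: peak over basal fluorescence ratio from a 100 s FLIPR kinetic read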
Target sequence (P30559 whole entry, looked up): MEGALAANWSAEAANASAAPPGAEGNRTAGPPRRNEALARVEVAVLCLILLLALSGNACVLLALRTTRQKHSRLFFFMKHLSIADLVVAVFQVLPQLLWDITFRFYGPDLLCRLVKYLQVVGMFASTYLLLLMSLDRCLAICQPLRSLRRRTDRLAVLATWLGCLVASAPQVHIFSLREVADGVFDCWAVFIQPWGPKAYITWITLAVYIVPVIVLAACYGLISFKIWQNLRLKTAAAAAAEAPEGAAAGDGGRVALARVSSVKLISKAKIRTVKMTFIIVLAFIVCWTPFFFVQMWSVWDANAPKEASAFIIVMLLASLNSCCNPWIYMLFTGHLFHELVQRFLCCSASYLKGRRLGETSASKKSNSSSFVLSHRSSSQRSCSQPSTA
* = called active by the depositor; / = not tested or not shown. Not a hit list; 4.3% or so of the library scored in one or more.

Value order: GalR3 antagonist	VIM-2 inhibitor	NS3 helicase inh	OXTR agonist	IMP-1 inh	V1R ag counter	PHOSPHO1 inh	FID counter	GPR7 antag
CCOc1ccc(/C=C2\SC(=S)N(C(C(=O)O)c3ccccc3)C2=O)cc1OC (stereo not given)
 : -7	-1.4	28	0.4	-2.4	0.6	24	-24	5
Cc1ccc2[nH]cc(C(=O)CN3CCC4(CC3)OCCO4)c2c1
 : 1	-2.4	-9	0.8	0.0	1.3	-14	4	-14
Cc1cc(C(F)F)n2nc(C(=O)Nc3ccccc3F)nc2n1
 : -1	-1.0	1	-0.9	-1.7	0.5	9	1	-15
CCOc1ccccc1NC(=O)c1oc2ccccc2c1NC(=O)C1CCCO1 (stereo not given)
 : -2	-2.5	-5	-0.6	-1.4	-0.1	11	-8	-10
COc1cc(C(=O)Nc2c(C)cc(C)cc2C)c([N+](=O)[O-])cc1OC
 : 6	-2.8	-1	0.0	-3.0	0.6	2	-4	-7
COc1cc(-c2cc3nc(C)c(C)c(=O)n3[nH]2)cc(OC)c1OC
 : 2	-2.0	2	-0.1	-3.7	-0.2	-8	-5	16
CCc1ccc(S(=O)(=O)N2CCN(Cc3ccco3)CC2)cc1
 : -4	-1.7	2	-1.0	-1.6	-0.1	43	-14	-14
CCn1cc(C(=O)NC2CCCc3c2cnn3-c2cccc(C)c2C)cn1 (stereo not given)
 : 97*	0.2	4	11	-2.2	11	32	-37	20
O=C(c1ccoc1)N1CCC2(CC1)Oc1ccc(F)cc1C(=O)C21CC(c2cccnc2)=NO1 (stereo not given)
 : -2	/	/	1.8	/	0.8	35	/	/
CC1=C(C(=O)OC2CCC(C)CC2)C(c2ccc(O)c([N+](=O)[O-])c2)NC(=O)N1 (stereo not given)
 : -10	-1.5	-2	-1.1	-1.9	-0.1	20	-24	-22
COc1cc(C(=O)NCc2nnc(SCC(=O)c3ccccc3)o2)cc(OC)c1OC
 : -11	-2.9	7	-1.1	-1.4	1.0	22	-40	-13
Cc1ccc(C(=O)Nc2ccncc2)c(Cl)c1
 : -11	-1.7	-3	-0.9	-2.7	1.9	36	-2	-13
[O-]/[N+](=C\c1ccco1)c1ccc(Cl)cc1
 : 0	1.8	13	-1.0	-2.0	-0.7	7	-1	2
Nc1cc(N)nc(SCc2cccc(F)c2)n1
 : -2	3.8	0	0.9	0.0	-0.6	-1	1	-1
CCc1nc(C)c(C#N)c2cc(OC)c(OC)cc12
 : -4	-0.6	-5	-0.8	-4.2	0.5	11	-3	-9
O=C(CNc1n[nH]c(=O)[nH]c1=O)N/N=C/c1ccccc1
 : 4	-2.3	1	-0.2	-3.9	-0.4	2	-6	-17
CCOc1ccc(-c2nnn(CC(=O)c3cc(OC)ccc3OC)n2)cc1
 : -4	0.4	-9	2.3	-1.6	4.4	-4	-6	4
CCOc1ccc(NS(=O)(=O)c2cc3c(cc2C)N(C)CCO3)cc1
 : /	-4.0	-2	-0.4	-3.6	1.6	-125	-28	-14
CC1(C)C2CC=C(/C=N/NC(=O)C(N)=O)C1C2 (stereo not given)
 : 0	-0.5	11	0.8	-0.4	-0.4	-1	1	-2
Cc1cccc(-c2nnc(SCC(=O)C(C)(C)C)n2C)c1
 : -5	1.1	1	0.1	-2.2	0.2	38	-12	-5
CN(c1ccc(OCC(=O)N2CCN(c3ccc(F)cc3)CC2)cc1)S(=O)(=O)c1cccs1
 : -4	-3.3	-4	4.4	-1.7	4.5	4	-30	-3
Cc1ccc(Nc2nc3nonc3[nH]c2=O)cc1C
 : 3	3.1	18	1.5	-2.2	4.2	-7	1	12
FC(F)(F)c1cccc(-c2nc(COc3ccc(Cl)cc3Cl)no2)c1
 : -1	-3.5	-6	1.6	-0.9	1.6	25	0	-9
COc1ccc(Cc2nc3ccc(C(=O)NC(C)C)cc3o2)cc1
 : -3	-1.9	18	0.4	-2.9	11	/	-18	-3
COc1ccc(-c2csc(/C(C#N)=C\c3ccc(OC)c([N+](=O)[O-])c3)n2)cc1
 : 0	-2.3	9	1.4	-2.2	1.1	1	0	-9
Cc1ccc(-c2nc3c(c(=O)[nH]c(=O)n3CC(C)C)n2CC(C)C)cc1[N+](=O)[O-]
 : 2	-0.1	-1	-2.4	-2.4	-0.8	24	-11	4
Cn1c(=O)n(C)c2cc(S(=O)(=O)N3CCCCC3)ccc21
 : -7	-1.7	6	1.8	-4.7	2.1	18	-2	-7
Cc1cnc(C(=O)Nc2cc(F)ccc2C)cn1
 : -5	-4.1	-6	-1.3	-1.6	1.1	12	2	-4
CC(C)(C)NC(=O)NC(=O)COC(=O)CNS(=O)(=O)/C=C/c1ccccc1
 : -5	-1.2	10	2.2	-3.5	2.8	20	-16	3
CCCCCCOc1ccc(N2C(=O)CC(S/C(N)=N/N=C(\C)c3cccs3)C2=O)cc1 (stereo not given)
 : -7	-0.5	6	-0.5	-2.8	1.0	4	-5	-11
O=C(COc1ccc(Br)cc1Cl)NC(=S)Nc1ccccn1
 : -4	-2.5	4	-0.5	-4.1	-0.2	26	-7	-5
CCC1CCCCN1S(=O)(=O)c1ccc(NC(=O)c2nc(S(C)(=O)=O)ncc2Cl)cc1 (stereo not given)
 : -6	-1.4	-30	-2.3	-2.6	-1.0	2	-32	74*
CCOC(=O)c1cccc(NC(=O)CSc2nnc(C)n2Cc2ccccc2)c1
 : 0	-1.5	-3	0.7	-4.2	1.6	6	-25	15
O=C(CSc1nc2ccccc2nc1SCC(=O)N1CCCCC1)N1CCCCC1
 : 0	0.8	-2	0.7	-0.6	0.7	71*	-9	-9
Cc1cc(C)n(-c2ccc(F)cc2)c(=O)c1C#N
 : -1	-2.3	0	0.4	-2.8	0.3	28	2	-3
COc1ccc(C(=O)NC2CCN(S(=O)(=O)Cc3ccccc3)CC2)c(OC)c1
 : -2	-3.1	7	5.6	-0.3	0.4	-18	-5	-7
O=C1c2ccccc2C(=O)N1CCCc1cn(C[C@H]2CC[C@@H]([C@@H]3CC[C@H](Cn4cc(CCCN5C(=O)c6ccccc6C5=O)nn4)O3)O2)nn1
 : 2	-1.1	-17	-2.5	-0.4	0.3	-19	-44	-9
COc1ccc(C(C)C)cc1S(=O)(=O)NCC1CCCO1 (stereo not given)
 : -9	-2.7	11	/	-1.0	/	-6	-22	-2
CCCCNC(=O)c1cn(CC(C)C)c(=O)c2c1c1ccccc1n2C
 : -8	1.9	-2	-1.0	0.1	-0.9	33	-24	-3
Cc1ccc(NC(=S)N2CCc3[nH]c4ccccc4c3C2)cc1
 : 1	0.4	-17	1.4	-1.6	0.9	3	-3	-4
Cc1ccc(NC(=O)CSCc2ccc(F)cc2)cc1
 : -3	-2.9	1	-2.4	-3.8	-1.1	0	-7	0
O=C1N/C(=C\c2ccc(N3CCOCC3)c(F)c2)C(=O)N1Cc1ccccc1
 : -4	-2.3	12	1.0	-2.5	2.1	12	-11	-1
CC(=O)c1ccc2c(c1)c(C#N)c1ccccc1[n+]2[O-]
 : -1	24*	20	/	2.2	/	40	6	-19
COc1nc(-c2ccccc2)ccc1-c1noc(-c2ccco2)n1
 : -3	-2.9	3	0.8	-0.3	1.4	25	-4	0
Cc1ccc2occ(/C=N/NC(=O)c3ccccc3Br)c(=O)c2c1
 : -3	-6.2	25	0.2	5.2*	1.0	46	-20	3
COC(=O)[C@@H]1C[C@H]2CC[C@H](O)C[C@H]2N1Cc1ccccc1OC(=O)c1cccs1
 : 10	/	/	-0.9	/	-0.5	40	/	/
COc1ccc(COC(=O)NC2CCN(S(=O)(=O)c3ccc(OC)cc3)CC2)cc1
 : -1	-0.6	-9	3.4	-1.3	5.0	40	-36	-15
COc1ccccc1C(=O)Nc1ccc(-c2nnn(CC(=O)N3CCOCC3)n2)cc1
 : -4	-2.2	-6	2.1	-2.0	1.2	41	-9	-7
CNS(=O)(=O)c1cc(C(=O)O)ccc1OC
 : -4	-2.5	8	-1.1	-2.3	0.4	46	-6	-5
CN(C)N1C(N)=C(C#N)C(c2ccccc2F)C2=C1CC(C)(C)CC2=O (stereo not given)
 : -15	-0.8	0	-1.1	-1.2	-0.5	/	-16	-4
CCOC(=O)c1c(NC(=O)CN2CCCCC2)sc(CN(C)C)c1-c1ccccc1
 : -3	-1.8	3	-0.4	-2.2	0.2	36	-12	10
Cc1cccc(C)c1NC(=O)C(c1ccccc1)N1CCC1=O (stereo not given)
 : -6	-3.1	15	-0.2	-2.3	0.4	54	-12	-4
Cc1ccc(NC(=O)C2CC(Cl)=CCC2C(=O)O)c([N+](=O)[O-])c1 (stereo not given)
 : -2	0.2	2	-1.5	-0.6	0.1	41	3	-1
CN1CCN(CC(O)Cn2c3ccccc3c3ccccc32)CC1 (stereo not given)
 : -13	0.9	-16	1.7	-1.1	2.1	10	11	15
COc1cc(-c2nnc(SCC(=O)NC3CCCC3)n2C)cc(OC)c1O
 : -9	-2.3	1	1.2	-2.0	1.6	31	-9	-7
CC(C)C1N=C2c3ccccc3N=C(SCC(=O)NCCc3ccc(S(N)(=O)=O)cc3)N2C1=O (stereo not given)
 : -2	-1.2	-1	0.5	-1.5	0.4	-3	-7	-2
CC(=O)Nc1ccc(/C=C2\CCc3ccccc3C2=O)cc1
 : -9	-1.4	-9	4.9	-1.6	6.6	34	-18	-9
Cc1cc(OCC(=O)Nc2ccc(S(=O)(=O)N3CCN(C)CC3)cc2)ccc1Cl
 : -5	-0.2	-42	17	-2.7	11	2	12	-2
CC1CCN(C(=O)c2ccc(CS(=O)(=O)Cc3ccccc3)cc2)CC1
 : -3	-2.8	3	7.9	-1.5	9.6	24	-23	2
O=C(CNC(=O)c1ccc(Br)o1)OCC(=O)c1cccc([N+](=O)[O-])c1
 : 3	-2.3	0	-0.1	-3.7	0.5	-11	1	-8

Reprinted from the part before: two entries; new compounds follow.
Value order: GalR3 antagonist	VIM-2 inhibitor	NS3 helicase inh	OXTR agonist	IMP-1 inh	V1R ag counter	PHOSPHO1 inh	FID counter	GPR7 antag
CC1CCN(C(=O)c2ccc(CS(=O)(=O)Cc3ccccc3)cc2)CC1
 : -3	-2.8	3	7.9	-1.5	9.6	24	-23	2
O=C(CNC(=O)c1ccc(Br)o1)OCC(=O)c1cccc([N+](=O)[O-])c1
 : 3	-2.3	0	-0.1	-3.7	0.5	-11	1	-8
COC(=O)c1nc(N)sc1-c1ccc(Cl)cc1
 : -1	-3.9	13	-0.5	-2.0	-0.5	32	2	-8
CC(=O)Nc1nnc(SCC(=O)NC(C)(C)C)s1
 : -5	-0.3	-3	1.0	-3.1	0.4	22	-2	-7
COc1ccc(NC(=S)N(Cc2cccnc2)Cc2cc3cc(OC)c(OC)cc3[nH]c2=O)cc1
 : -6	-1.6	-1	-1.6	-2.4	-0.9	48	-3	-11
O=C(NC12CC3CC(CC(C3)C1)C2)c1ccccc1O
 : -8	-3.2	-2	24*	-3.2	2.0	-20	-10	-6
